H37Rv inhibition: M. tuberculosis growth inhibition, HTS (AID 449762) | M. tuberculosis H37Rv growth inhibition, 7H9 media; higher % means a stronger effect | one-dose inhibition, % at 25 µM; IC50 in µM for titrated hits | 330,000 tested, 0.59% active; in the data active means a potency from the dose series; inconclusive means inhibition above about 70% without an active follow-up result;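 further: bacterial growth assessed after seven days of incubation; strong numbers were not always called active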
H1N1 NS1A inhibition: H1N1 influenza NS1A inhibitors, functional cell based assay (AID 504329) | NS1A functional cell-based assay, percent inhibition; higher % means a stronger effect | 340,000 tested, 0.3% active | inhibition, % at 12.5 µM, or IC50 in µM where a hit was titrated; in the data active means a potency from the dose series; inconclusive means inhibition above about 27% without an active follow-up result; further: strong numbers were not always called active
Salmonella PhoP GFP: Inhibition of PhoP regulon, Salmonella typhi GFP reporter cells, confirmation, 4 h (AID 1850); Salmonella Typhi PhoP-promoter GFP reporter, fluorescence, 4 h; higher % means a stronger effect; inhibition, % at 50 µM, or IC50 in µM where a hit was titrated; 310,000 tested, 0.33% active; in the data active means a potency from the dose series; inconclusive means inhibition mostly from about 25% at the one dose, without a potency; inactive means the rest, 99 in 100 with inhibition below about 19%;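 further: 0% = induced wells with vehicle and 100% = uninduced wells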
inhibitors of VEEV: inhibitors of VEEV TC-83 cytopathic effect, confirmation, Vero cells (AID 588727); Vero cells, VEEV TC-83 cytopathic effect inhibition; higher % means a stronger effect; 350,000 tested, 0.13% active; inhibition, % at 20 µM, or IC50 in µM where a hit was titrated; in the data active means a potency from the dose series; inconclusive means inhibition mostly from about 14% at the one dose, without a potency; inactive means the rest, 99 in 100 with inhibition below about 12%; further: strong numbers were not always called active
tuberculosis growth: growth inhibition of non-replicating M. tuberculosis (AID 488890); Mycobacterium tuberculosis non-replicating, growth inhibition; higher % means a stronger effect; inhibition, % at 25 µM, or IC50 in µM where a hit was titrated; 320,000 tested, 0.39% active; in the data active means a potency from the dose series; inconclusive means inhibition mostly from about 82% at the one dose, without a potency; inactive means the rest, 99 in 100 with inhibition below about 76%;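 further: plate controls were DMSO cells for no effect and high antibiotic wells for full effect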
inhibitors of VEEV 10K pilot screen: recorded beside inhibitors of VEEV, whose call it bears; inhibition, %; measured here: 10K pilot screen inhibition
* marks the source's active call; other numbers are inactive results; i = inactive; ? = inconclusive; · = no result given.

SMILES | H37Rv inhibition | H1N1 NS1A inhibition | Salmonella PhoP GFP | inhibitors of VEEV | tuberculosis growth | others
Cc1cccc(NC(=O)CNCC(=O)Nc2cccc(C)c2C)c1C | 14.0% | -11.4% | 13.7% | 0.9% | -0.4%
COc1ccc(CC(=O)Nc2sccc2C#N)cc1S(=O)(=O)N1CCOCC1 | 2.1% | -4.7% | 2.8% | 5.5% | -0.9%
O=C(NNC(=O)c1cccc(S(=O)(=O)Nc2ccc(Cl)cc2)c1)c1ccc(=O)[nH]c1 | 6.7% | 4.0% | · | 1.5% | 1.6%
CCOCCCNC(=O)C(NC(=O)Cc1cccs1)c1ccc(OC)cc1 (stereo not given) | 3.6% | 4.1% | -13.4% | 1.6% | -0.7%
CCCCn1c(N)c(N(CCC(C)C)C(=O)c2ccc(C)c(S(=O)(=O)N3CCOCC3)c2)c(=O)[nH]c1=O | -10.6% | 0.3% | -0.6% | 0.7% | -7.9%
C/C(=N/O)c1ccc2c(c1)OCCOCCOc1cc(/C(C)=N/O)ccc1OCCOCCO2 | 68.5% | -1.9% | 4.8% | 11.6% | 72.6%
O=c1c2cc(Br)ccc2nc(-c2cccc(Cl)c2)n1O | ? | -33.8% | -14.1% | 0.5% | ?
COc1ccccc1Oc1ncnc2c1oc1ccccc12 | 9.3% | 5.6% | 7.3% | 2.0% | -6.3%
COc1ccc(C2C(C#N)=C3NC(=O)c4c(sc5c4CCCCC5)N3C3=C2C(=O)CC(C)(C)C3)cc1 (stereo not given) | ? | 8.3% | -12.4% | 2.6% | 49.8%
COc1cc(-c2nnc(COC(=O)c3cc(C)nc4ccc(C)cc34)o2)cc(OC)c1OC | -12.3% | 2.4% | 7.5% | 11.0% | -2.0%
N[C@@H](Cc1ccccc1)C(=O)N1CCC(C(=O)NCC(=O)NCC(=O)O)CC1 | -2.2% | -7.0% | -10.0% | i | -10.5%
COC(=O)N/N=C/c1ccc(-c2ccc(Cl)cc2Cl)o1 | ? | 4.5% | -16.1% | 1.2% | 15.4%
CCCCn1c(N)c(N(CCOC)C(=O)COC(=O)/C=C/c2ccc(Br)cc2)c(=O)[nH]c1=O | -12.3% | -3.0% | -5.2% | 1.7% | -15.4%
Cc1cccnc1CNC(=O)C1CCC(=O)N(CCc2cccc(F)c2)C1 (stereo not given) | -5.6% | -7.8% | -3.7% | 0.6% | -6.1%
COc1ccccc1C1CC(=O)Oc2cc(C)c(Cl)c(C)c21 (stereo not given) | · | -4.2% | · | 0.5% | ·
O=c1[nH]c(=O)n(Cc2ccc(F)cc2)c(O)c1/C=N/Nc1ccccc1 | 60.6% | 8.9% | 2.9% | 0.7% | 49.0%
COc1ccc(N(C(C)C(=O)N2CCCC2)S(C)(=O)=O)cc1 (stereo not given) | 0.2% | -3.2% | 8.1% | 0.7% | -3.8%
O=C(NCCCN1CCN(c2ccccc2F)CC1)Nc1ccccc1[N+](=O)[O-] | -7.0% | 15.0% | 12.1% | 1.5% | 9.3%
CCOC(=O)c1ccc(NC(=O)c2cnccn2)cc1 | · | -2.9% | · | 1.2% | · | inhibitors of VEEV 10K pilot screen=0.8
COc1ccc(/C=C(/NC(=O)/C=C/c2ccccc2)C(=O)NCCCCCC(=O)O)cc1 | 8.1% | 13.3% | 14.4% | 0.8% | -0.3%
C=C1CCC[C@]2(C)C[C@H]3OC(=O)C(CNCCN(C)C)[C@H]3CC12 (stereo not given in full) | 6.0% | -6.8% | -1.4% | i | 6.5%
Cc1cc(C)c(C#N)c(N2CCN(CCOc3ccc(Cl)cc3)CC2)n1 | -1.1% | 1.1% | -4.8% | 5.7% | -2.5%
CCn1c(C)nc2cc(C(=O)OCCC(F)(F)F)ccc21 | -1.1% | -19.1% | -2.4% | 8.2% | 2.3%
O=C(C1CCCO1)N1CCN(C(=S)Nc2ccc(Cl)c(Cl)c2)CC1 (stereo not given) | 8.7% | 5.0% | -7.5% | 2.2% | 37.3%
Cc1cccc(-n2nnnc2SCC(=O)NC2CCCC2)c1 | 2.5% | -9.6% | · | 2.4% | 8.7%

Next section; the last three above are carried over.
SMILES | H37Rv inhibition | H1N1 NS1A inhibition | Salmonella PhoP GFP | inhibitors of VEEV | tuberculosis growth | others
CCn1c(C)nc2cc(C(=O)OCCC(F)(F)F)ccc21 | -1.1% | -19.1% | -2.4% | 8.2% | 2.3%
O=C(C1CCCO1)N1CCN(C(=S)Nc2ccc(Cl)c(Cl)c2)CC1 (stereo not given) | 8.7% | 5.0% | -7.5% | 2.2% | 37.3%
Cc1cccc(-n2nnnc2SCC(=O)NC2CCCC2)c1 | 2.5% | -9.6% | · | 2.4% | 8.7%
Cc1ccc(NC(=O)CSc2nc3ccccc3c(=O)n2CCCC(=O)N2CCCC2)cc1 | -13.3% | -0.4% | -3.2% | i | 40.1%
O=C1Nc2ccccc2Oc2cc([N+](=O)[O-])cc(Oc3ccccc3)c21 | 0.5% | -1.9% | -11.1% | 1.8% | 0.1%
Cc1ccc(S(=O)(=O)NNC(=O)CCC(=O)Nc2ccc(C)cc2C)cc1 | 5.6% | -1.9% | -6.3% | 0.1% | 17.6%
O=C(O)c1cccnc1Sc1ccccc1Cl | -11.3% | 6.9% | -7.2% | 0.9% | -10.3%
Clc1ccccc1/C=C/c1ccnc2ccccc12 | 10.8% | -18.2% | -3.8% | 2.1% | 26.6%
CC1(c2ccc(O)cc2)NC(=O)N(c2ccccc2)N1 (stereo not given) | 0.4% | 2.0% | -5.4% | i | 8.5%
COc1ccccc1NS(=O)(=O)c1cccc(C(=O)N/N=C/c2ccc(C)o2)c1 | -6.6% | -3.4% | 0.0% | i | -12.9%
O=C(NC(=O)c1ccc(F)cc1)Nc1nc(-c2cccs2)cc(C(F)(F)F)n1 | -3.0% | 2.8% | -5.4% | 1.2% | -19.3%
OCCNc1nc(-c2ccccc2)c2ccccc2n1 | -3.8% | -17.1% | -0.9% | 0.7% | 18.5%
COc1ccccc1NC(=O)N1CCc2[nH]c3ccc(F)cc3c2C1 | 6.9% | 3.3% | 5.9% | 5.2% | 10.7%
COc1ccc(-c2nc(-c3ccccc3)c(-c3cc([N+](=O)[O-])ccc3C)[nH]2)cc1OC | 43.5% | 4.6% | -5.6% | 3.7% | 19.4%
Cc1ccc(S(=O)(=O)CC(=O)Nc2ccccn2)cc1 | 0.1% | 7.0% | -1.1% | i | 19.0%
Cn1nc(C(=O)OCC(=O)NCCc2ccccc2)c2ccccc2c1=O | -10.4% | 16.6% | -9.2% | 0.2% | -9.9%
Cc1nc(-c2ccc3c(c2)OCCCO3)cs1 | 3.2% | -2.5% | 4.9% | i | 4.5%
CCc1c(C(=O)NNC(=S)NC2CCCCC2)csc1C | 2.7% | 3.0% | 2.6% | i | -2.7%
CCN(CC(=O)Nc1ccc(NC(C)=O)cc1)C(=O)C1CCC1 | -5.3% | -2.4% | -0.7% | 0.4% | -13.7%
CCOC(=O)COc1nc2c(c(-c3ccco3)c1C#N)CCc1ccccc1-2 | 5.1% | · | 12.8% | 3.3% | 76.6%
COc1cc2[nH]c(=O)n(CCCCCC(=O)NCCCN3CCOCC3)c(=O)c2cc1OC | 2.9% | 0.4% | 14.8% | 5.5% | -6.7%
O=c1cc(C(F)(F)F)[nH]c2c(C(F)(F)F)cccc12 | -5.4% | 6.1% | -1.6% | 0.8% | 5.78µM*
O=C1CSC(=Nc2ccccc2Cl)N1 | 14.6% | -6.5% | 5.4% | 1.9% | 34.9%
Cc1ccc(S(=O)(=O)N2CCOC2C(Cl)(Cl)Cl)cc1 (stereo not given) | -3.9% | -1.1% | -0.2% | i | 22.9%
Cc1cccc2cc(/C=C3\N=C(c4ccccc4)OC3=O)c(N3CCOCC3)nc12 | ? | 4.6% | -14.3% | 2.8% | ? | inhibitors of VEEV 10K pilot screen=3.4
CCN(CC)S(=O)(=O)c1ccc(N2CCOCC2)c(NC(=O)c2ccc(OC)c([N+](=O)[O-])c2)c1 | -6.3% | 4.5% | 1.1% | 7.6% | 11.1%
CCOc1cccc(OCCCCn2cnc3ccccc3c2=O)c1 | 2.7% | -5.4% | 2.2% | 0.6% | 42.5%
COc1ccc(Cl)cc1NC(=O)c1cccnc1 | -1.8% | 17.8% | -0.5% | 4.0% | 4.1%

Filtered by structure, the entries above with a cyano group (four)
SMILES | H37Rv inhibition | H1N1 NS1A inhibition | Salmonella PhoP GFP | inhibitors of VEEV | tuberculosis growth | others
COc1ccc(CC(=O)Nc2sccc2C#N)cc1S(=O)(=O)N1CCOCC1 | 2.1% | -4.7% | 2.8% | 5.5% | -0.9%
COc1ccc(C2C(C#N)=C3NC(=O)c4c(sc5c4CCCCC5)N3C3=C2C(=O)CC(C)(C)C3)cc1 (stereo not given) | ? | 8.3% | -12.4% | 2.6% | 49.8%
Cc1cc(C)c(C#N)c(N2CCN(CCOc3ccc(Cl)cc3)CC2)n1 | -1.1% | 1.1% | -4.8% | 5.7% | -2.5%
CCOC(=O)COc1nc2c(c(-c3ccco3)c1C#N)CCc1ccccc1-2 | 5.1% | · | 12.8% | 3.3% | 76.6%

Next entries:
SMILES | H37Rv inhibition | H1N1 NS1A inhibition | Salmonella PhoP GFP | inhibitors of VEEV | tuberculosis growth | others
O=C(CCC1CCCCC1)NNC(=O)c1cnccn1 | ? | -6.1% | -2.1% | i | ?
Nc1nc(CSc2nnnn2-c2ccccc2)nc(N2CCCc3ccccc32)n1 | 0.4% | 8.3% | -2.5% | 5.4% | 36.5%
COc1ccc(-c2c(-c3ccccc3OC)sc3ccccc23)cc1 | 3.8% | 13.2% | -3.0% | 1.1% | 5.3%
Cc1ccc(/C=N/OC(=O)c2nn(C)cc2Cl)cc1 | 0.5% | -0.1% | -7.3% | 1.1% | 50.6%
COCCCNC(=O)c1ccc(Cn2c(=O)c3ccccc3n(CC(=O)NCCc3ccc(OC)c(OC)c3)c2=O)cc1 | -1.8% | 9.9% | -12.0% | 1.0% | 6.5%
Nc1c(-c2cccs2)cnn1-c1nc(-c2ccc(F)cc2)cs1 | -11.5% | 3.6% | -2.6% | i | 0.1%
COc1ccc(CNC(=O)c2ccc(Cl)c(NC3=NC4CS(=O)(=O)CC4S3)c2)cc1 (stereo not given) | -5.7% | 4.2% | -0.6% | 0.7% | -34.7% | inhibitors of VEEV 10K pilot screen=0.1
COC(=O)c1cccc(NC(=O)N2C[C@H]3C[C@@H](C2)c2cccc(=O)n2C3)c1 | -16.5% | -0.6% | 4.7% | 0.6% | 5.6%
O=C(COC(=O)/C=C/c1ccccc1)NC1CCCCC1 | 4.0% | -6.8% | · | 1.6% | 29.8%
CC1CCN(C(=O)Cn2cc(C(=O)C3CC3)c3ccccc32)CC1 | -3.3% | -3.0% | -28.6% | i | -7.9%
O=C(COC(=O)c1n[nH]c(=O)c2ccccc12)c1ccc(Br)cc1 | 11.3% | -6.5% | 7.7% | 2.6% | 41.0%
Cc1cccc(N2C(=O)CC(N3CCN(c4ccccn4)CC3)C2=O)c1 (stereo not given) | -12.1% | -1.6% | -7.5% | 0.5% | 48.6%
Cc1sc(NC(=O)c2cc3ccccc3oc2=O)c(C(=O)OC(C)C)c1-c1ccccc1 | -18.2% | 1.1% | -9.4% | 4.0% | -1.9%
CN1CCN(C2=C(NS(=O)(=O)c3cccs3)C(=O)c3ccccc3C2=O)CC1 | 1.0% | -3.7% | 4.5% | 5.0% | 8.8%
COc1ccc2[nH]c(C(=O)N(C)Cc3ccccc3)c(C)c2c1 | -13.0% | -7.4% | -1.2% | 0.7% | 17.9%
COc1ccccc1NC(=O)N1CCCC1C(=O)NCc1cccs1 (stereo not given) | -6.6% | -7.8% | -20.9% | 1.1% | 0.5%
CCOc1ccc(C2=Nn3c(CC)nnc3SC2)cc1 | -6.7% | -5.1% | · | 7.5% | 43.9%
CC(C)c1c(C(=O)N/N=C2\CCc3ccccc32)nnn1-c1nonc1N | 2.4% | 4.7% | 3.1% | 0.1% | -11.6%
NNc1ccc2c(C(F)(F)F)cc(C(F)(F)F)nc2n1 | -1.7% | -4.4% | 1.2% | 9.1% | -8.5%
O=C(COC(=O)c1ccccc1)NCc1cccs1 | 6.5% | -2.9% | -1.0% | 0.0% | i
COc1nccc(Nc2ccccc2)c1C#N | -1.2% | -4.0% | -0.8% | 5.4% | 0.4%
Cc1ccccc1NC(=O)c1oc(=O)c2ccccc2c1-c1ccccc1 | 1.6% | -8.3% | -1.9% | 0.6% | -11.8%
CCc1ccc(-c2cc(C(F)(F)F)n3nc(C(=O)Nc4cnn(Cc5ccc(C)cc5)c4)cc3n2)s1 | 4.4% | 1.7% | 8.6% | 4.4% | -8.2%
Cc1ccc(Nc2cc(C)nc3nc(C)nn23)c(C)c1 | -3.8% | -4.8% | 2.6% | 0.1% | -0.4%
CCOC(=O)N1CCN(C(=O)CCn2nc(-c3ccc(Cl)cc3)ccc2=O)CC1 | -11.1% | 0.3% | -3.2% | 8.4% | -3.1%

Compounds as they come (roughly 1.4% active in at least one column).
